LYP inhibition = PTPN22 lymphoid phosphatase activity blockers – biochemical, fluorescence intensity, uHTS (AID 1779); recombinant LYP phosphatase, fluorescence intensity; higher % means a stronger effect; one-dose inhibition, % at 11.5 µM; IC50 in µM for titrated hits; hit rate 0.054% among 290,000; in the data active = inhibition above about 50%;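 note: plate controls were vehicle with enzyme for no effect and no enzyme for full effect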
Hep lipid drop = hepatic lipid droplet formation modulation | AML12 mouse hepatocytes, oleate lipid droplets, BODIPY imaging | inhibition, % at 6.5 µM | hit rate 0.4% among 240,000;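 active = lipid droplet intensity inhibited by at least 50%, with more than 500 cells counted; inconclusive = wells with under 300 cells, treated as cytotoxic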
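Material – AML12 mouse liver cells · Also added – oleate loading, 100 µM · Compound dosing – 6.5 µM single-point dosing · Times – overnight treatment with compound plus oleate · Measured by – fluorescence imaging, 20x objective, two fields per well · Read-out – percent inhibition of filter-corrected integrated lipid droplet intensity per well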
GPR55 beta-arrestin = GPR55 agonists via beta-arrestin recruitment, primary screen, imaging, U2OS cells, beta-arrestin-GFP redistribution (AID 1961). U2OS GPR55 beta-arrestin-GFP redistribution imaging; higher % means a stronger effect. activation, % at 10 µM, or EC50 in µM where a hit was titrated. hit rate 0.048% among 290,000;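 active = activation above 40% with more than 50 cells counted in the well; inconclusive = wells holding fewer than 50 cells, flagged as toxic or sparse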;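 note: U2OS osteosarcoma cells stably expressing GPR55 and beta-arrestin-GFP; plate controls were DMSO negative control for no effect and LPI positive control for full effect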
GPR55 antagonists = inhibition of LPI-stimulated GPR55 beta-arrestin translocation – imaging, U2OS, beta-arrestin-GFP, LPI agonist, primary screen (AID 2013); U2OS GPR55 beta-arrestin-GFP translocation imaging, LPI antagonism; higher % means a stronger effect; inhibition, % at 10 µM; hits with a dose series show IC50 in µM; hit rate 0.13% among 290,000;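 active = spots per cell inhibited over 60%, with over 100 cells counted and total cytoplasm intensity under 500,000; inconclusive = wells with under 100 cells, flagged as likely toxic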;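 note: U2OS cells stably carrying GPR55 and arrestin-GFP stimulated by 5 µM LPI near EC80; imaged beta-arrestin-GFP aggregate spots per cell after agonist stimulation; plate controls were LPI-stimulated DMSO wells for no effect and DMSO wells without LPI for full effect; some results filed as inactive read as strong as hits; confirmed hits need IC50 under 10 µM and bright autofluorescent wells are also inconclusive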
MgcRacGAP inhibition = MgcRacGAP GTPase-activating activity inhibitors, confirmation, biochemical, ADP Hunter fluorescence; MgcRacGAP-stimulated Rac1 GTP hydrolysis, ADP Hunter fluorescence; higher % means a stronger effect; GST-tagged Rac1 F28L mutant substrate; one-dose inhibition, % at 30 µM; IC50 in µM for titrated hits; hit rate 0.6% among 340,000; AID 624330;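 active = first-screen hits whose inhibition reached a set limit at any dose in the follow-up dose series; inconclusive = inhibition above the set first-screen limit but never retested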;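 note: fluorescence reports GDP produced by GAP-driven GTP hydrolysis; strong numbers were not always called active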
Large T inhibition = TAg ATPase/helicase activity blockers – biochemical (AID 1903). SV40 large T antigen ATPase/helicase inhibition assay; higher % means a stronger effect. hit rate 0.39% among 310,000. inhibition, % at 20 µM, or IC50 in µM where a hit was titrated; in the data active = a potency from the dose series; inconclusive = inhibition mostly from about 32% at the one dose, without a potency; inactive = the rest, 99 in 100 with inhibition below about 32%; note: strong numbers were not always called active
GPR35 arrestin U2OS = GPR35 antagonists blocking zaprinast-driven arrestin recruitment, primary screen, imaging, U2OS, beta-arrestin-GFP, zaprinast agonist (AID 2058) | U2OS GPR35 beta-arrestin-GFP translocation imaging, zaprinast antagonism; higher % means a stronger effect | one-dose inhibition, % at 10 µM; IC50 in µM for titrated hits | hit rate 0.052% among 290,000;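 active = inhibition of at least 50% with at least 30 cells and total cytoplasm GFP at most 10,000,000; inconclusive = under 30 cells or total GFP of 10,000,000 plus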
T cell HTS = modulates CD8 T cell binding to vesicles; hit rate 0.068% among 330,000; AID 2052; 2C CD8+ T cell-vesicle binding, flow cytometry; hits give low values; calls only at 7 µM;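 active = response, share of CD8 T cells binding vesicles, and their 90th percentile fluorescence all below set limits, cut at about 80% in these data, passing the limit was not always enough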
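incubation = binding step 1.5 h, 37 °C, antibody labelling 20 min, ice | test system = 2C mouse CD8+ T cells | read-out basis = percent CD8+ FL2 mean versus row control | controls = Peptide-free naked vesicles (low) and QL9 vesicles with 0.7% DMSO vehicle (high) | detection = flow cytometry of vesicle-bound cells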
NTR1 agonist = agonists of NTR1, primary screen, imaging, U2OS cells, beta-arrestin-GFP, high content (AID 493036). NTR1-U2OS beta-arrestin-GFP spot imaging, agonist mode. activation, % at 20 µM. hit rate 0.17% among 330,000;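 active = activation at or above 40% of the spot to cytoplasm intensity ratio, with at least 20 cells analyzed; inconclusive = wells under 20 cells, flagged as cytotoxic or low count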;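 note: 0% = DMSO without peptide and 100% = 100 nM NTR1 peptide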
Target sequence (P30989 whole entry, looked up): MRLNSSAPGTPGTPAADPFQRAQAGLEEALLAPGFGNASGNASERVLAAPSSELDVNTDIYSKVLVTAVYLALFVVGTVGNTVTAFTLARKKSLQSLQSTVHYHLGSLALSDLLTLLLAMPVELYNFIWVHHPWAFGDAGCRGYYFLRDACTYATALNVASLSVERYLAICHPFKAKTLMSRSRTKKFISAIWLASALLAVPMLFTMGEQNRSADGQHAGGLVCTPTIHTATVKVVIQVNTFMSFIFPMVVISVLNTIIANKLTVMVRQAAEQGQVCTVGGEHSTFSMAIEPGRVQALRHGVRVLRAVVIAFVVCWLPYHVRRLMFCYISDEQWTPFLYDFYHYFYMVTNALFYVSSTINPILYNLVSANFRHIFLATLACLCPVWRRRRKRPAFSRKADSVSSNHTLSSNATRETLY
Hep lipid drop cells 6.5 µM = second read-out of Hep lipid drop, no call of its own (marks repeat the call); cell count; measured here: cell count, cytotoxicity flag;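 cells counted across two imaged fields per well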
T cell HTS vesicle-bound % = further read-out of T cell HTS, marked with its call; double positive events, %; measured here: CD8+ vesicle-bound cell fraction;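 binding gate set so that unloaded-vesicle control wells show 10% double positive cells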
NTR1 agonist cell count 20 µM = second read-out of NTR1 agonist, no call of its own (marks repeat the call); cell count; measured here: cell count, cytotoxicity flag
Numbers without * were called inactive; i = inactive; ? = inconclusive; . = not tested or not shown.

SMILES	LYP inhibition	Hep lipid drop	Hep lipid drop cells 6.5 µM	GPR55 beta-arrestin	GPR55 antagonists	MgcRacGAP inhibition	Large T inhibition	GPR35 arrestin U2OS	T cell HTS	T cell HTS vesicle-bound %	NTR1 agonist	NTR1 agonist cell count 20 µM
N#CCN1CCN(CC(=O)c2ccc(Br)cc2)CC1	-7%	-1	665	0.2%	-27%	-5%	8%	0%	i	29	-1.3	48
CCOC(=O)c1sc(NC(=O)C(CC)Sc2nccn2C)nc1C (stereo not given)	1%	.	.	0.1%	0%	-3%	5%	9%	i	25	0.4	38
Cc1ccc(/C=C/C(=O)O)cc1S(=O)(=O)N1CCc2ccccc2C1	-4%	0	680	0.2%	-6%	5%	12%	-8%	i	49	-0.2	93
Cc1ccccc1NC(=O)Nc1nnc(Cc2ccc([N+](=O)[O-])cc2)s1	-4%	-6	649	0.3%	6%	6%	1%	-12%	i	40	-0.3	67
Cc1cc(=O)[nH]c(SCC(=O)NCCOc2ccccc2)n1	-3%	.	.	-0.3%	4%	1%	2%	3%	i	26	-1.2	48
CCOc1cc(C)ccc1OCc1nnc(SCC(=O)c2cccc([N+](=O)[O-])c2)n1C	6%	.	.	-0.1%	-3%	11%	9%	3%	i	10	3.1	48
COc1ccc(S(=O)(=O)N(C)CC(=O)N2CCCCC2)cc1Cl	-8%	8	813	0.7%	13%	2%	8%	-10%	i	33	1.1	28
O=C(O)c1sccc1OCc1ccccc1	-8%	-1	620	-0.1%	10%	12%	15%	4%	i	54	4.2	86
CC(C)C(=O)Nc1nnc(CCN2CCOCC2)s1	-5%	.	.	-0.1%	9%	1%	5%	-11%	i	19	-0.2	53
CCOC(=O)N1CCN(C(=O)c2ccc3c(Cl)c4c(nc3c2)CCCC4)CC1	-10%	0	720	-0.2%	-5%	10%	6%	-3%	i	9	0.7	71
O=C(NCc1ccccc1)/C(=C\c1ccc(O)cc1)NC(=O)c1ccco1	-6%	-16	512	-0.1%	9%	141µM*	35%	6%	i	61	-0.5	55
COc1ccc(C(=O)NC(=S)Nc2ccc(CN3CCCCC3)cc2)cc1Cl	-1%	16	656	0.1%	13%	16%	26%	0%	i	13	1.5	58
COCCCNCC#CCOc1ccc(OC)cc1	-6%	-1	736	-0.1%	-3%	26%	-6%	-7%	i	50	0.1	85
Cc1cccnc1NC(=O)Nc1cccs1	-7%	4	670	-0.1%	-13%	1%	1%	10%	i	25	0.9	67
O=C(CCNc1ccc(F)c(Cl)c1)c1ccco1	-7%	.	.	-0.1%	0%	-2%	22%	2%	i	27	-0.6	53
C=CCc1cc(Cl)ccc1OCCOCCN(C)C	-7%	-13	656	-0.1%	-8%	22%	-3%	-5%	i	43	0.2	46
COC(=O)c1ccc(COn2c(=O)c(C)[n+]([O-])c3ccccc32)cc1	-4%	.	.	0.1%	13%	8%	14%	5%	i	34	-0.1	97
COC(=O)C(NC(=O)c1ccc(C)cc1)(Nc1cccc(C)n1)C(F)(F)F (stereo not given)	-5%	-1	745	-0.2%	15%	8%	13%	-4%	i	11	-1.1	76
Cc1cc(C)c2c(N)c(C(=O)c3ccc(Br)cc3)oc2n1	-4%	-42	657	1.5%	6%	12%	8%	8%	i	35	2.3	62
CCOC(=O)CSc1ncnc2c(C(=O)OCC)c3n(c12)CCC3	-9%	-1	525	-0.2%	-2%	-2%	5%	-14%	i	59	0.7	104
Cc1cccc(-c2c3c(=O)n(C)c(=O)n(C)c3cn2C(C)C)c1	-7%	25	738	-0.2%	-5%	2%	6%	-1%	i	6	6.5	64
Cc1cc(OCCN2CCCC2)ccc1[N+](=O)[O-]	4%	16	662	-0.4%	9%	20%	9%	-3%	i	29	-1.5	57
CC(NC(=O)CNC(=O)OCc1ccccc1)C(=O)N1CC(O)CC1C(=O)OCc1ccccc1 (stereo not given)	-6%	13	708	0.0%	-8%	6%	4%	8%	i	10	-1.0	43
CCOC(=O)N(C)c1ccc(C(O)(C(F)(F)F)C(F)(F)F)cc1	-3%	-13	713	-0.1%	8%	7%	5%	-11%	i	48	-0.5	92
CCc1noc(C)c1C(=O)OCC(=O)N(CC)c1c(N)n(Cc2ccccc2)c(=O)[nH]c1=O	.	.	.	.	.	7%	12%	.	i	49	0.1	71

Reprinted at random: 5 compounds from above, in no set order.
SMILES	LYP inhibition	Hep lipid drop	Hep lipid drop cells 6.5 µM	GPR55 beta-arrestin	GPR55 antagonists	MgcRacGAP inhibition	Large T inhibition	GPR35 arrestin U2OS	T cell HTS	T cell HTS vesicle-bound %	NTR1 agonist	NTR1 agonist cell count 20 µM
O=C(CCNc1ccc(F)c(Cl)c1)c1ccco1	-7%	.	.	-0.1%	0%	-2%	22%	2%	i	27	-0.6	53
N#CCN1CCN(CC(=O)c2ccc(Br)cc2)CC1	-7%	-1	665	0.2%	-27%	-5%	8%	0%	i	29	-1.3	48
O=C(O)c1sccc1OCc1ccccc1	-8%	-1	620	-0.1%	10%	12%	15%	4%	i	54	4.2	86
O=C(NCc1ccccc1)/C(=C\c1ccc(O)cc1)NC(=O)c1ccco1	-6%	-16	512	-0.1%	9%	141µM*	35%	6%	i	61	-0.5	55
CCc1noc(C)c1C(=O)OCC(=O)N(CC)c1c(N)n(Cc2ccccc2)c(=O)[nH]c1=O	.	.	.	.	.	7%	12%	.	i	49	0.1	71

Remaining list, next part
SMILES	LYP inhibition	Hep lipid drop	Hep lipid drop cells 6.5 µM	GPR55 beta-arrestin	GPR55 antagonists	MgcRacGAP inhibition	Large T inhibition	GPR35 arrestin U2OS	T cell HTS	T cell HTS vesicle-bound %	NTR1 agonist	NTR1 agonist cell count 20 µM
CC[N+](CC)(CC)CCC(O)(c1ccccc1)C1CCCCC1 (stereo not given)	.	.	.	.	.	-1%	4%	.	i	26	-1.0	65
COc1ccc2nc(Nc3nc(CSc4nnc(C)s4)cc(=O)[nH]3)nc(C)c2c1	-9%	0	796	-0.2%	4%	.	-3%	9%	i	22	1.9	69
COc1ccc2c(c1)CC/C(=C\C=C\c1ccccc1)C2=O	2%	4	695	-0.4%	-4%	2%	27%	0%	i	3	0.7	55
Cc1cc(C)c[n+](-c2nc3ccccc3nc2[N-]S(=O)(=O)c2ccc(Cl)cc2)c1	-7%	1	537	-0.1%	9%	8%	8%	11%	i	5	-1.1	75
Cc1cc(C)n2ncc(C(=O)NCc3ccc(Cl)cc3)c2n1	-12%	8	802	0.0%	-5%	5%	4%	4%	i	31	-4.3	92
Cc1ccc(NC(=O)c2ccc(F)c(S(=O)(=O)N3CCOCC3)c2)cc1F	-1%	.	.	0.2%	3%	-3%	8%	2%	i	18	0.7	53
O=C(Cc1ccc([N+](=O)[O-])cc1)N1CCCCCC1	-3%	-1	681	-0.4%	2%	2%	-1%	-5%	i	61	1.5	22
Cc1cc(F)ccc1NCc1cccnc1	-1%	.	.	-0.2%	19%	8%	15%	-2%	i	46	-0.2	91
O=C(Nc1cccc(Cl)c1)c1cnccn1	-8%	0	783	0.1%	2%	8%	2%	-2%	i	62	0.0	50
O=C1c2cccc(OCC(=O)N3CCCc4ccccc43)c2CCN1Cc1ccccc1	4%	-1	685	0.6%	0%	4%	8%	-5%	i	44	22	25
CC(=O)c1sc(NC(=O)C2CCN(C(=O)c3ccccc3C)CC2)nc1-c1ccccc1	.	.	.	.	.	4%	9%	.	i	22	1.4	63
CCOC(=O)c1cccc(NC(=O)CSc2nncn2-c2ccccn2)c1	-11%	-10	735	-0.1%	5%	6%	-2%	4%	i	23	-1.5	55
COC(=O)c1cccc(S(=O)(=O)N2CCN(c3nc4ccccc4s3)CC2)c1	1%	5	650	0.2%	9%	5%	8%	12%	i	17	4.2	53
O=c1c2cc3ccccc3n2cnn1Cc1ccccc1F	-2%	23	803	0.1%	12%	12%	-4%	14%	i	32	-0.9	36
CC(C)(C)c1ccc(-c2nnc3sc(-c4ccncc4)nn23)cc1	8%	-15	619	-0.1%	1%	7%	8%	21%	i	32	9.1	75
CC(=O)OCC(=O)[C@H]1CC[C@H]2[C@@H]3CCC4=CC(=O)CC[C@]4(C)[C@H]3CC[C@]12C	0%	.	.	0.6%	9%	-3%	7%	2%	i	32	-0.2	64
O=C(Nc1ccccc1C(F)(F)F)c1cc(S(=O)(=O)N2CCOCC2)ccc1F	-7%	13	750	-0.1%	14%	10%	?	-17%	i	26	1.3	68
CCN(CC(=O)Nc1ccc(NC(C)=O)cc1)C(=O)Cc1ccc(Cl)c(Cl)c1	-4%	8	777	-0.1%	-7%	5%	.	21%	.	.	-0.3	47
Cc1ccc(CN2CCN(Cc3cn[nH]c3-c3cccc(F)c3)CC2CCO)o1 (stereo not given)	-8%	2	740	-0.2%	3%	0%	73%	-12%	i	30	-1.2	56
Nc1nc(Nc2ccccc2)n[nH]1	-5%	8	732	0.2%	12%	12%	18%	4%	i	36	-0.5	76
CCOc1ccccc1CN1CCNC(=O)C1CC(=O)N(C)CCc1ccccn1 (stereo not given)	-12%	2	687	-0.1%	10%	11%	6%	-12%	i	10	-0.8	54
Cc1cccc(NC(=O)C2CCN(S(=O)(=O)c3cccc4cccnc34)CC2)c1	1%	.	.	0.8%	3%	4%	2%	12%	i	46	1.3	41
CCOc1ccc(NC(=S)N(CCN2CCOCC2)Cc2cc3cc4c(cc3[nH]c2=O)OCCO4)cc1	-8%	15	718	0.1%	25%	12%	-5%	6%	i	36	1.6	35
CC(=O)N1CCc2cc(Br)cc(S(=O)(=O)NCCN3CCCCC3C)c21 (stereo not given)	-4%	.	.	0.7%	10%	3%	1%	-14%	i	26	0.0	54

Compounds as they come (roughly 1.8% active in at least one column).
